# ARNT TACC3 PPI = ARNT/TACC3 interaction disruption; Q9Y6A5; AlphaScreen His-ARNT PAS-B/GST-TACC3 binding, luminescence; TACC3 fragment carries E629A point mutation; inhibition, % at 9.99 µM; actives 0.66% (n = 390,000); AID 623870;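 active = mean inhibition of replicates at least 50% and at least half of replicates each reaching 50%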;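 note: 0% = complete ARNT plus TACC3 wells and 100% = ARNT alone without TACC3; many hits fall short of the cut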
# PglD DTNB = blocks C. jejuni PglD acetyltransferase activity; actives 0.098% (n = 360,000); purified PglD enzyme, DTNB colorimetric CoA detection; inhibition, % at 12.5 µM; AID 602405; in the data active = inhibition above about 16%, passing the limit was not always enough; note: strong numbers were not always called active
# PAX8 inh HTS = PAX8 transcriptional activity inhibition | RMG-I TPO-luciferase reporter, SteadyGlo, 24 h | actives 1.2% (n = 360,000) | inhibition, % at 12.6 µM;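 active = mean replicate inhibition at least 60% with every replicate also reaching 60%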;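 note: luciferase light reporting Pax8 driven TPO promoter activity; plate controls were median of neutral control wells for no effect and mitoxantrone controls for full effect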
# LGR2 inh = blocks bursicon-induced cAMP signaling via Drosophila LGR2 | inhibition, % at 9.99 µM | actives 0.35% (n = 380,000) | HEK293 LGR2, CRE-luciferase, bursicon-stimulated, 4 h;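 active = drop in luminescence signal, shown as inhibition above about 50% in the replicate tests, limit read from the data, passing the limit was not always enough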;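 note: agonist challenge used bursicon conditioned medium at about half maximal strength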
# C2C12 statin = suppressors of simvastatin-induced myotoxicity in C2C12 myotubes; ATP luminescence, 48 h; scaled: DMSO 0, geranylgeraniol control 100; rescue of ATP level, % at 7.49 µM; actives 0.78% (n = 330,000); AID 602340;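 active = mean ATP rescue above about 67%, or every replicate alone reaching that limit, limit read from the data, passing the limit was not always enough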;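 note: myotubes were challenged with 10 µM simvastatin during compound exposure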
# GSIS activator = primary screen for activators of insulin secretion dependent on glucose, INS-1E cells, GLuc reporter luminescence. INS-1E GLuc reporter insulin secretion, 2-3 h. activation, % at 16.6 µM. actives 0.61% (n = 370,000). AID 743287;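 active = lowest replicate activation of at least 40%, so every replicate reaches that level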;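 note: 0% = median of neutral control wells and 100% = median of IBMX positive control wells; some compounds called inactive have numbers as strong as hits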
# Cneo AK release = causes C. neoformans cell lysis; adenylate kinase release luminescence, 4 h; normalised: neutral wells 0, clomiphene wells 100; lysis activity, % at 15 µM; actives 0.2% (n = 360,000); AID 651654;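 active = mean lysis activity across replicates of at least 80%, whatever share of replicates individually reach that level; inactive = mean lysis activity below 80%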
#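 Material: C. neoformans cells; Schedule: 4 h static compound exposure, 37 °C, read 1 h post-reagent; Measured by: adenylate kinase release luminescence; Read-out: signal increase indicating cell lysis; Controls: Clomiphene as positive lysis control.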
# PGC1a acetyl inh = modulators of PGC1a acetylation; U2OS PGC1a acetylation, AlphaScreen anti-acetyl-lysine; with virally co-expressed GCN5 acetyltransferase; inhibition, % at 15.6 µM; actives 0.17% (n = 350,000); AID 651687;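 active = every replicate shows inhibition of at least 40%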;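 note: 0% = neutral control wells and 100% = positive control wells; some results beyond the cut were filed as inactive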
# An asterisk follows results filed as active; . = no result given.
SMILES,ARNT TACC3 PPI,PglD DTNB,PAX8 inh HTS,LGR2 inh,C2C12 statin,GSIS activator,Cneo AK release,PGC1a acetyl inh
O=S(=O)(c1cccs1)N1CCN(CCOc2ccccc2)CC1,1,-6,5,-8,-3,8,-2,.
O=C(NC1CCCCCCC1)C1c2ccccc2C(=O)N1Cc1ccco1 (stereo unspecified),3,-5,.,10,-18,-8,0,-29
Cc1ccc(NC(=O)c2ccc(S(=O)(=O)N(C)c3ccccc3)cc2)cc1S(=O)(=O)N1CCOCC1,-7,0,65*,9,15,-18,0,-12
CCN(Cc1ccccc1)C(=O)COC(=O)c1cc(S(=O)(=O)Nc2ccccc2OC)ccc1O,-2,-103,6,-6,2,.,-4,-1
COc1cc(C(=O)N[C@H](C(=O)Nc2nnc(C3CC3)s2)C(C)C)cc(OC)c1OC,-4,0,1,-2,-5,-9,-1,-9
O=C([C@H]1[C@H](CO)[C@H]2Cn3c(ccc(C4=CCCCC4)c3=O)[C@H]2N1Cc1nccs1)N1CCOCC1,-10,-1,.,7,18,4,0,.
COc1ccc(CNC(=O)C2(C)Cc3c(-c4ccccc4)ccnc3O2)cc1OC (stereo unspecified),.,3,-8,15,.,9,-1,.
Cc1cc2oc(=O)cc(-c3ccccc3)c2c(C)c1-c1ccc(OC(F)(F)F)cc1,-2,-1,1,-6,4,27,-1,2
O=C(Nc1cccc(F)c1)NC1(C(=O)N2CCC(O)CC2)CCCCC1,-3,-1,0,-5,-15,1,-1,-7
Cc1c(C(=O)NCc2cccs2)sc(=O)n1Cc1ccc(S(=O)(=O)N(C)C)cc1,.,5,-6,2,7,-6,-1,.
O/N=C1/CCSc2ccccc21,7,-6,.,.,25,.,4,.
CN(Cc1nc2ccccc2n1C)S(=O)(=O)c1ccc(Cl)cc1,.,1,.,10,-6,24,-1,3
COc1ccc(-c2c[n+]3c4n2CCCCC4=C(c2ccccc2)C3)cc1,28,-3,.,.,-79,.,5,9
CC(C)CC1(C)NC(=O)N(CCN2C(=O)c3ccccc3C2=O)C1=O (stereo unspecified),-4,-2,.,8,-18,17,-8,-2
C[C@@H]1CN([C@@H](C)CO)C(=O)Cc2cc(NC(=O)c3ccncc3)ccc2O[C@@H]1CN(C)S(C)(=O)=O,4,1,-19,-23,11,12,-6,7
CN(C)CC(=O)Nc1ccc2c(c1)[C@H]1C[C@H](CC(=O)NC3CCCC3)O[C@H](CO)[C@H]1O2,-6,0,7,1,7,5,1,-1
O=C(CC1C(=O)NCCN1Cc1ccc(-c2ccccc2)cc1)NCCCn1ccnc1 (stereo unspecified),5,.,-13,5,.,-3,.,-9
CS/C(Nc1cc(Cl)ccc1Cl)=C(/C#N)C(=O)c1ccco1,10,7,-98,.,-8,.,-23,-16
Cc1noc(C)c1NC(=O)Nc1cccc2c1O[C@@H](CN(C)Cc1ccc(C(=O)Nc3ccccc3N)cc1)[C@@H](C)CN([C@H](C)CO)C2=O,.,.,-7,7,.,3,.,0
COCCCNC(=O)CCS(=O)(=O)Cc1ccc(C)cc1,-2,-4,.,-14,0,27,-1,5
CC(C)NC(=O)N(C)C[C@@H]1Oc2c(NC(=O)c3ccncc3)cccc2C(=O)N([C@H](C)CO)C[C@H]1C,6,0,-12,-14,6,17,-3,4
CCn1cc(C(=O)NCCCN2CC(C)CC(C)C2)c(=O)c2cc(S(=O)(=O)N(C)C)ccc21 (stereo unspecified),3,-1,-3,-17,18,3,2,.
CC(C)Nc1nnc(SCC(=O)N2CCN(C(=O)c3ccco3)CC2)s1,1,0,-10,-12,-3,4,-2,0
Cn1c(=O)c2c(ncn2CCOc2ccc(F)cc2)n(C)c1=O,16,-3,6,3,-26,25,0,-13
CS(=O)(=O)N1CCCCN2[C@H](CO)[C@@H](c3ccc(Br)cc3)[C@H]2C1,.,4,1,15,19,4,2,-6
CN1C(=O)c2cc(NC(=O)c3cccs3)ccc2OC[C@@H]2O[C@H](CC(=O)N3CCOCC3)CC[C@@H]21,-7,-2,-1,10,-9,0,2,2
O=C(CSc1ccc2c(c1)OCCO2)NCc1ccccc1,-5,.,8,1,.,11,.,.
Cc1nn(CC(C)C)c(Cl)c1C(=O)NCC1CCCO1 (stereo unspecified),.,0,-12,11,-5,10,7,0
C/C(=N\NC(=O)c1ccccc1)C1C2C=CC(C2)C1(C)C (stereo unspecified),.,4,8,3,9,-3,1,.
COCCNC(=O)C[C@H]1C[C@@H]2c3cc(NC(=O)CN(C)C)ccc3O[C@@H]2[C@@H](CO)O1,11,-1,6,-18,-1,19,52,-4
CCOc1ccc(C(CC(=O)O)NC(=O)C2c3ccccc3Oc3ccccc32)cc1 (stereo unspecified),0,9,9,-8,1,-2,-2,-6
S=c1nc(-c2csc3c2CCCC3)[nH][nH]1,1,.,-19,-10,.,-14,.,1
Cc1ccc(-c2noc(CCC(=O)NCCCN3CCN(c4cccc(Cl)c4)CC3)n2)cc1,2,7,.,13,-6,-13,1,4
O=C1OC[C@H]2CCCN2C(=O)[C@@H](CC(=O)N(CCO)Cc2ccccc2)C/C=C\CC[C@H]1Cc1ccc(F)cc1,0,-3,25,0,0,-9,1,-45
C/C=C/c1ccc([C@@H]2[C@@H](CNC(=O)c3ccccc3)N(C(C)=O)[C@H]2CO)cc1,0,6,0,-12,1,2,81*,-7
O=C(CCCc1ccccc1)Nc1ccnn1C1CCN(Cc2ccc(Cl)cc2)CC1,5,-3,22,10,12,-20,0,.
CC1(C(=O)NCc2cccc(Cl)c2)Cc2c(-c3ccc(C(N)=O)cc3)ccnc2O1 (stereo unspecified),.,-8,7,5,0,.,0,-7
COc1ccc(C(=O)NCc2nnc(SCC(=O)N3CCc4ccccc43)o2)cc1OC,-3,3,.,.,-24,.,-1,-5
Cc1ccc(C(=O)N2CCC(C(=O)Nc3cccc([N+](=O)[O-])c3)CC2)cc1,-5,4,38,-29,-16,-7,3,-2
CC(C)NC(=O)c1onc(CSc2ccccc2)c1C(=O)O,-8,-1,1,0,9,-3,-2,.
COC(=O)C1CCN(C(=O)Cc2ccc(C)cc2)CC1,.,3,-1,.,.,.,0,3
COc1ccccc1N1CCN(C(=O)c2cccc(N3C(=O)NC4CC3(C)Oc3c(OC)cccc34)c2)CC1 (stereo unspecified),-4,-3,1,3,-2,13,10,8
Cc1cc(C)n2nc(SCCCC(=O)c3ccc(F)cc3)nc2n1,10,-2,-9,30,4,6,2,-4
C[C@@H]1CN([C@H](C)CO)C(=O)Cc2cc(NS(=O)(=O)c3ccccc3)ccc2O[C@@H]1CN(C)CC1CCCCC1,-8,-2,-3,0,12,5,-5,.
COc1ccc(Cl)cc1C(=O)N/N=C/c1ccc(N2CCOCC2)cc1,13,-1,-2,.,-17,12,0,.
COc1ccc(Cl)cc1NC(=O)CSc1nnc(COc2ccccc2)n1N,3,-3,.,.,10,.,2,-1
C[C@H]1CN([C@@H](C)CO)C(=O)Cc2cc(NC(=O)Nc3ccc(C(F)(F)F)cc3)ccc2O[C@@H]1CN(C)C(=O)Nc1ccccc1,9,3,12,24,20,-17,-5,-1
CCCCC1=CC2=CC(=O)C(C)(OC(=O)CC)C(=O)C2=CN1C1CCCCC1 (stereo unspecified),21,9,9,-14,13,.,-1,.
CCC(=O)Nc1ccc2c(c1)OC[C@H](C)N(Cc1nccs1)C[C@@H](C)[C@@H](OC)CN(C)C2=O,3,-2,6,-18,5,15,-7,-2
O=C(/C=C/c1ccccc1)NCCS(=O)(=O)N1CCN(c2ccccc2)CC1,-16,-1,6,0,1,12,0,.
C[C@H](CO)N1C[C@H](C)[C@H](CN(C)C(=O)NC2CCCC2)Oc2ncc(/C=C/c3ccccc3)cc2C1=O,-2,-1,-19,22,-1,-7,9,-10
CCC(=O)N1CCCCN2[C@H](CO)[C@@H](c3ccc(-c4cccc(C#N)c4)cc3)[C@@H]2C1,-5,-8,10,-9,-3,10,-1,-4
CC[C@]12c3[nH]c4cc(-c5ccco5)ccc4c3CCN1C(=O)[C@@H](CC(=O)NCc1ccco1)C[C@@H]2C(=O)N1CCN(C(=O)c2ccco2)CC1,5,-3,22,1,21,-5,1,.
COc1ccc(-c2nc(CNS(=O)(=O)c3cc(OC)ccc3OC)cs2)cc1,1,-5,-16,1,-6,-16,0,.
Cc1cccc[n+]1CCCCCCCCCC[n+]1ccccc1C,-6,-1,8,-4,-48,9,0,.
CCN(CC)S(=O)(=O)c1ccc(C(=O)NCC(c2cccs2)N2CCOCC2)cc1 (stereo unspecified),.,2,.,.,-7,.,2,-30
CC(C)(C)NC(=O)C(Cc1ccccc1)NS(=O)(=O)c1cccc2nsnc12 (stereo unspecified),20,-1,.,.,1,.,-2,-7
COCCCn1c(SCC(=O)NC2CCCCC2)nnc1-c1ccco1,-2,2,14,-5,-32,-14,6,-2
COc1ccc2cnn(-c3ccc(C)cc3)c(=O)c2c1OC,-2,-1,.,.,0,.,-3,-3
Cc1ccc(C(C)C)c(O)c1,-3,-3,.,-4,-2,3,0,6
# Continued.
SMILES,ARNT TACC3 PPI,PglD DTNB,PAX8 inh HTS,LGR2 inh,C2C12 statin,GSIS activator,Cneo AK release,PGC1a acetyl inh
COCCn1c(=NC(=O)c2ccc(S(=O)(=O)N3CCc4ccccc4C3)cc2)sc2cc(S(N)(=O)=O)ccc21,-64,.,40,-17,.,4,.,.
COc1ccc2nc(C)[nH]c(=O)c2c1,-1,4,.,-9,-5,-2,0,.
C[C@H](CO)N1C[C@H](C)[C@@H](CN(C)S(=O)(=O)c2ccccc2)Oc2ccc(NC(=O)CCCCCC(=O)Nc3ccccc3N)cc2CC1=O,-4,0,4,1,-2,0,-3,-4
O=C(C[C@H]1C=C[C@H](NC(=O)Nc2ccccc2F)[C@@H](CO)O1)NCc1ccc(F)cc1,-1,-2,-6,15,2,17,-2,1
C=CCc1cc(/C=C2/NC(=O)NC2=O)cc(OCC)c1O,2,.,1,15,.,7,.,.
COc1cccc(N2CCN(C3OC(=O)c4ccccc43)CC2)c1 (stereo unspecified),-1,-2,.,.,.,.,3,-4
COc1ccc2nc(Nc3nc4cc5c(cc4s3)OCCO5)sc2c1,-3,.,-56,-103,22,-1,.,.
CCC(=O)Nc1ccc2c(c1)OC[C@@H](C)N(C(=O)c1ccncc1)C[C@H](C)[C@@H](OC)CN(C)C2=O,3,5,-5,5,17,8,-6,.
Cn1c(N)c(C(=O)CSc2nn(-c3ccc(F)cc3)c(=S)s2)c(=O)n(C)c1=O,0,4,-6,-4,-8,9,-1,-5
Cc1c(C(=O)c2ccc(Cl)cc2[N+](=O)[O-])c2ccccn2c1CCC#N,31,.,4,4,.,0,.,.

# Complete entries from above.
# O=C(CC1C(=O)NCCN1Cc1ccc(-c2ccccc2)cc1)NCCCn1ccnc1 (stereo unspecified) is listed with ARNT TACC3 PPI = 5; PglD DTNB = .; PAX8 inh HTS = -13; LGR2 inh = 5; C2C12 statin = .; GSIS activator = -3; Cneo AK release = .; PGC1a acetyl inh = -9
# CCOc1ccc(C(CC(=O)O)NC(=O)C2c3ccccc3Oc3ccccc32)cc1 (stereo unspecified) is listed with ARNT TACC3 PPI = 0; PglD DTNB = 9; PAX8 inh HTS = 9; LGR2 inh = -8; C2C12 statin = 1; GSIS activator = -2; Cneo AK release = -2; PGC1a acetyl inh = -6

# An excerpt of these results, field by field:
C[C@H](CO)N1C[C@H](C)[C@@H](CN(C)S(=O)(=O)c2ccccc2)Oc2ccc(NC(=O)CCCCCC(=O)Nc3ccccc3N)cc2CC1=O
  ARNT TACC3 PPI = -4	PglD DTNB = 0	PAX8 inh HTS = 4	LGR2 inh = 1	C2C12 statin = -2	GSIS activator = 0	Cneo AK release = -3	PGC1a acetyl inh = -4
COCCn1c(=NC(=O)c2ccc(S(=O)(=O)N3CCc4ccccc4C3)cc2)sc2cc(S(N)(=O)=O)ccc21
  ARNT TACC3 PPI = -64	PglD DTNB = .	PAX8 inh HTS = 40	LGR2 inh = -17	C2C12 statin = .	GSIS activator = 4	Cneo AK release = .	PGC1a acetyl inh = .

# From PubChem BioAssay
